MEKK2 WT-MEK5 – raises or lowers MEK5 binding to wildtype human MEKK2 PB1 domain. Q9Y2U5. bead flow cytometry, Alexa488-MEK5 binding to MEKK2 WT; actives lie on both sides. binding response (% of control), % at 10 µM. 290,000 compounds, 1.1% hits. AID 1531; in the data active = binding response below about 67% or above about 130%
NALP1 yeast inh – blocks the NALP1 inflammasome reconstituted in yeast. 280,000 compounds, 0.61% hits. inhibition, % at 10 µM. AID 2071. S. cerevisiae NALP1/ASC/caspase-1 growth, X-gal OD620, 72 h; in the data active = inhibition mostly above about 24%, no sharp cut-off; inactive = mostly below about 32%; note: some compounds called inactive have numbers as strong as hits
V1aR counter – activates human V1a receptor in oxytocin agonist counter-screen; P37288; CHO-V1R cells, Fluo-8 calcium fluorescence, agonist mode; 0% DMSO, 100% 3 nM vasopressin; activation, % at 3 µM; 320,000 compounds, 0.25% hits;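 active = activation above the mean activation of all tested compounds plus 3 SD, per screening run, cut at about 20% in these data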;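 note: signal is peak over basal fluorescence ratio across a 100 second FLIPR read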
GPR7 antagonist – human neuropeptides B/W receptor 1 antagonism. P48145. inhibition, % at 4.4 µM. GPR7-expressing cells, fluorescence antagonist assay. 290,000 compounds, 1.1% hits. AID 1861; in the data active = inhibition above about 16%, passing the limit was not always enough;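 note: cells stimulated with the agonist NPW; 0% = agonist with vehicle and 100% = vehicle without agonist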
OXTR agonist – agonists of human oxytocin receptor. P30559. CHO-OTR cells, Fluo-8 calcium fluorescence; normalized: DMSO 0%, oxytocin 100%. activation, % at 3 µM. 320,000 compounds, 0.32% hits. AID 2435;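 active = activation above the mean of all tested compounds plus 3 SD, cutoff set per screening run, cut at about 20% in these data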;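 note: peak over basal fluorescence ratio from a 100 s FLIPR kinetic read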
Target sequence (P30559 whole entry, looked up): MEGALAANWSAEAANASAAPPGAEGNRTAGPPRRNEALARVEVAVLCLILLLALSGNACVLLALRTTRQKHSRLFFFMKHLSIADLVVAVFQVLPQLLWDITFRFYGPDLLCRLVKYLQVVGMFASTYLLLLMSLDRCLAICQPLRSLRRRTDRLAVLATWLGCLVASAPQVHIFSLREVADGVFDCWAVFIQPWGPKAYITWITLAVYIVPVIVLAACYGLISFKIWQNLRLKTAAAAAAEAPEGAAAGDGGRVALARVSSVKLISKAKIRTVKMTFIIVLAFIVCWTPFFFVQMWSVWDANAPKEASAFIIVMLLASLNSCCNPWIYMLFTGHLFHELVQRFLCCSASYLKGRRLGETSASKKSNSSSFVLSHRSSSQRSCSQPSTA
PHOSPHO1 block – PHOSPHO1 (human) inhibition; 290,000 compounds, 1.1% hits; inhibition, % at 13.3 µM; Q8TCT1; recombinant PHOSPHO1, absorbance phosphatase assay; in the data active = inhibition above about 60%
Target sequence (Q8TCT1 whole entry, looked up): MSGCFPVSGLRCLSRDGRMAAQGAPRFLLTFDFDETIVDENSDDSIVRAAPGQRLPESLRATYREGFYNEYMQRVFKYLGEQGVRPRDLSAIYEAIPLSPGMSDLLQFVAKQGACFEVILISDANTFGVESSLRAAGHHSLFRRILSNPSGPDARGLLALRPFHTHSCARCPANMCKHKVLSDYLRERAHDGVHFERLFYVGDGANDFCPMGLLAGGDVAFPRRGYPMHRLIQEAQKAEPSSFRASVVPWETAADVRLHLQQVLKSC
GalR3 antagonist – blocks the human galanin receptor 3. O60755. HEK293 GalR3-CNG cAMP membrane potential fluorescence; galR3 body fused to GalR1 C-terminus. inhibition, % at 3 µM. 360,000 compounds, 0.44% hits. AID 651719;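 active = inhibition above the screen-wide average plus 3 SD, cut at about 13% in these data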;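 note: forskolin and galanin both at EC90 stimulate the cells; cAMP rise reported by CNG channel membrane potential dye signal; 0% = forskolin plus galanin with DMSO and 100% = forskolin alone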
Target sequence (O60755 1-299 limits assumed): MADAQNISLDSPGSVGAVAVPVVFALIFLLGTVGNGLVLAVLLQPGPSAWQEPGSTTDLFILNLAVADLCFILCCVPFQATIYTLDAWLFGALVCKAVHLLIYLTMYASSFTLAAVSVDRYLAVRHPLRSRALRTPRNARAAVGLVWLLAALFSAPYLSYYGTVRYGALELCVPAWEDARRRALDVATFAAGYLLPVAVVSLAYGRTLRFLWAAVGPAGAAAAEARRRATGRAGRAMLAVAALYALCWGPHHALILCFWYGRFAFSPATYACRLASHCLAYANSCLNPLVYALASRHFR
MEKK2mut PB1 HTS – signal of MEK5 binding to mutant human MEKK2 PB1 domain | bead flow cytometry, Alexa488-MEK5 binding to MEKK2 mutant | percent response, % at 10 µM | 290,000 compounds, 0.35% hits | AID 1530; in the data active = percent response above about 24%, passing the limit was not always enough; note: inactives centre near 1; some results filed as inactive read as strong as hits; reference of the scale not given here
MEKK3 PB1 HTS – MEKK3-MEK5 PB1 interaction, increase or decrease; Q99759; bead-based flow cytometry, Alexa488-MEK5 binding to MEKK3; actives lie on both sides; 0 = blocked by unlabeled MEK5, 100 = vehicle; binding response (% of control), % at 10 µM; 290,000 compounds, 1.4% hits;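 active = binding response more than 3 SD above or below the average of its plate-row segment, actives on both sides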;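 note: Alexa488 bead fluorescence after subtracting the streptavidin-only scavenger bead signal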
Starred values were filed as active, the others as inactive; . = not tested or not shown; [ ] = dose if it differs, or a comment.

item	structure	MEKK2mut PB1 HTS	GPR7 antagonist	MEKK2 WT-MEK5	NALP1 yeast inh	GalR3 antagonist	PHOSPHO1 block	OXTR agonist	V1aR counter	MEKK3 PB1 HTS
1	O=C(CCSCc1cccc(Cl)c1)NCCc1ccc(Cl)cc1	16.0	-3.5	111.0	26.6	-5.4	0.8	-0.5	-0.4	104.0
2	Cc1cccc(Cc2nnc(CCC(=O)NCc3cn4ccccc4n3)o2)c1	-10.0	2.1	91.0	7.2	-7.5	32.8	-0.2	0.0	98.0
3	COc1ccccc1NS(=O)(=O)c1ccc(C)c(NC(=O)NCCCl)c1	-17.0	8.6	88.0	3.5	-6.5	-77.0	0.2	0.3	86.0
4	O=C(CN1CCC(NC(=O)c2ccccc2F)CC1)Nc1ccc2c(c1)OCCO2	-5.0	-5.0	99.0	0.8	-2.4	28.3	-1.5	-0.1	102.0
5	COC(=O)/C(C#N)=C/c1c(-c2ccccc2)nc2n1CCS2	-4.0	4.0	102.0	12.6	2.9	25.4	-1.8	0.7	97.0
6	COc1cccc(NC(=O)Cc2c(C(=O)O)[nH]c3ccccc23)c1	9.0	2.8	106.0	10.7	-0.5	46.0	0.1	-0.4	108.0
7	O=C(CCc1ccccc1)NNC(=O)c1cc(Cl)ccc1O	1.0	0.4	105.0	-13.1	2.3	-33.9	0.1	1.4	100.0
8	COc1cc2[nH]c(C(=O)NCCc3ccccc3)cc2c(OC)c1OC	8.0	-9.7	101.0	17.9	-10.6	54.5	-1.1	2.2	106.0
9	O=C(CCN1CCN(Cc2ccccc2)CC1)Nc1cccc(Br)c1	12.0	9.3	114.0	6.1	-8.3	15.6	5.4	7.1	106.0
10	CCCn1c(SCc2nc3sc(C)c(C)c3c(=O)[nH]2)nc2ccccc2c1=O	-4.0	-1.5	100.0	12.1	-0.6	68.7*	1.6	0.4	95.0

An excerpt from above in order of molecular weight, low to high:
item	structure	MEKK2mut PB1 HTS	GPR7 antagonist	MEKK2 WT-MEK5	NALP1 yeast inh	GalR3 antagonist	PHOSPHO1 block	OXTR agonist	V1aR counter	MEKK3 PB1 HTS
5	COC(=O)/C(C#N)=C/c1c(-c2ccccc2)nc2n1CCS2	-4.0	4.0	102.0	12.6	2.9	25.4	-1.8	0.7	97.0
7	O=C(CCc1ccccc1)NNC(=O)c1cc(Cl)ccc1O	1.0	0.4	105.0	-13.1	2.3	-33.9	0.1	1.4	100.0
8	COc1cc2[nH]c(C(=O)NCCc3ccccc3)cc2c(OC)c1OC	8.0	-9.7	101.0	17.9	-10.6	54.5	-1.1	2.2	106.0
3	COc1ccccc1NS(=O)(=O)c1ccc(C)c(NC(=O)NCCCl)c1	-17.0	8.6	88.0	3.5	-6.5	-77.0	0.2	0.3	86.0
4	O=C(CN1CCC(NC(=O)c2ccccc2F)CC1)Nc1ccc2c(c1)OCCO2	-5.0	-5.0	99.0	0.8	-2.4	28.3	-1.5	-0.1	102.0

More results.
item	structure	MEKK2mut PB1 HTS	GPR7 antagonist	MEKK2 WT-MEK5	NALP1 yeast inh	GalR3 antagonist	PHOSPHO1 block	OXTR agonist	V1aR counter	MEKK3 PB1 HTS
11	Cc1cccc(C)c1OCC(=O)Nc1ccc(N2CCOCC2)cc1	-3.0	-4.6	99.0	7.4	-3.4	44.5	-0.2	0.0	105.0
12	Cc1ccc(SCC(=O)c2c(C)[nH]c3ccccc23)cc1	8.0	-6.4	103.0	26.7	-4.9	-21.4	0.0	1.4	102.0
13	COc1ccc(C2(C(=O)Nc3ccc(S(N)(=O)=O)cc3)CCCC2)cc1	1.0	-4.2	92.0	9.8	-6.1	46.6	3.1	2.3	92.0
14	CCOC(=O)c1cc2c(s1)-c1c(C)cccc1OC2	1.0	-6.4	105.0	24.6	.	-9.3	-0.1	-0.2	105.0
15	O=C(CCCc1ccccc1)NCCCN1CCOCC1	-2.0	3.7	99.0	11.2	-2.8	7.6	0.4	0.5	98.0
16	CCCCOc1cccc(OCC(=O)Nc2nc3ccccc3[nH]2)c1	-1.0	-2.2	105.0	7.1	-4.9	-17.0	-1.7	-0.1	98.0
17	OCCN1CNC(=S)NC1	11.0	-15.9	99.0	.	-2.5	26.8	0.5	0.8	103.0
18	COc1ccccc1C(=O)NCCn1cc(SCC(=O)Nc2nnc(C)s2)c2ccccc21	10.0	-4.9	122.0	19.8	2.5	29.8	1.3	-0.2	113.0
19	Cc1c(C)c2ccc(OC(C)C(=O)N[C@@H](Cc3c[nH]c4ccccc34)C(=O)O)c(C)c2oc1=O (some centres not stated)	3.0	-4.7	103.0	11.4	1.0	-2.5	0.2	1.3	100.0
20	COc1cccc(C(Nc2ccccn2)c2oc(CO)cc(=O)c2O)c1 (configuration not stated)	2.0	-15.0	99.0	11.9	-1.9	22.9	0.0	0.1	102.0
21	CCC(=O)N1CCCn2c1nc1ccccc12	2.0	-3.0	104.0	11.6	-2.6	-1.9	-0.5	0.6	97.0
22	COc1ccc(-c2nn(-c3ccccc3)cc2C(=O)n2nnc3ccccc32)cc1	4.0	-4.1	106.0	12.1	-4.3	-38.4	-0.1	0.9	100.0
23	COc1ccccc1-n1c(=S)sc2c(=O)n(Cc3ccco3)c(SC)nc21	0.0	-1.7	93.0	16.0	-4.6	0.2	-1.2	-0.8	98.0
24	Cc1ccnn1CCC(=O)O	29.0	-10.3	113.0	.	-3.7	18.8	0.4	1.0	129.0*
25	CC(=O)c1cc2c(cc1NC(=O)CN1CCN(c3cccc(C(F)(F)F)c3)CC1)OCO2	-1.0	-11.8	91.0	-59.0	0.8	1.5	-1.6	0.5	95.0
26	CN(C)c1cccc(C(=O)NNC(=S)NC2CCCC2)c1	-16.0	-9.8	80.0	-14.8	-6.3	-41.6	0.2	-0.3	87.0
27	O=C(c1cc(Cl)ccc1Cl)N1CCOCC1	-21.0	-6.3	-4.0*[inhibitor]	22.9	-2.5	11.2	0.0	0.5	0.0*[inhibitor]
28	O=C1CC(=O)CC(c2ccccc2Cl)C1	6.0	6.0	103.0	4.0	-5.2	-5.8	5.0	3.7	108.0
29	COCCCN1C(=O)C(O)=C(C(=O)c2ccco2)C1c1ccc(Br)cc1 (configuration not stated)	2.0	5.8	107.0	-22.0	-2.3	6.8	-0.1	1.4	105.0
30	COc1ccc(NC(=O)Nc2ccc(CC(=O)O)cc2)cc1	1.0	-5.6	97.0	9.7	-3.6	-31.6	-0.1	-0.1	111.0

Single entries from above:
Value for cpd 25 in GPR7 antagonist: -11.8
Value for cpd 15 in V1aR counter: 0.5
Value for cpd 11 in PHOSPHO1 block: 44.5
Value for cpd 28 in PHOSPHO1 block: -5.8
Value for cpd 4 in MEKK3 PB1 HTS: 102.0
Value for cpd 19 in MEKK3 PB1 HTS: 100.0

Next section:
item	structure	MEKK2mut PB1 HTS	GPR7 antagonist	MEKK2 WT-MEK5	NALP1 yeast inh	GalR3 antagonist	PHOSPHO1 block	OXTR agonist	V1aR counter	MEKK3 PB1 HTS
31	CCCC1(C(=O)O)NC(c2ccc(OC)cc2O)C2C(=O)N(c3ccc(OC)cc3)C(=O)C21 (configuration not stated)	2.0	-4.0	104.0	-8.4	2.2	8.6	0.4	0.0	102.0
32	C=CCN1C=C2C(=O)C(C)(OC(=O)c3ccco3)C(=O)C(C=C)=C2C=C1C1CC1 (configuration not stated)	-2.0	.	91.0	.	.	.	-1.0	-0.1	86.0
33	CCc1ccc(-c2cc3c(=O)n(CC(=O)N4CCCC4)nc(C)n3n2)cc1	1.0	-10.7	99.0	2.7	-7.5	7.9	0.3	1.1	102.0
34	COc1ccc(OCC(=O)OCCN2C(=O)c3ccccc3C2=O)cc1	-5.0	-8.1	99.0	2.2	-5.5	-7.5	0.4	-0.6	100.0
35	CC(=O)Oc1ccc(-c2cccc(C(=O)NCC(=O)O)c2)cc1	1.0	2.4	99.0	-4.8	0.0	36.6	0.1	-0.8	101.0
36	CC(C)OC(=O)Nc1ccc2c(c1)N(C(=O)N1CCN(C)CC1)c1ccccc1CC2	-39.0	12.0	69.0	24.2	-4.7	23.9	1.9	1.1	59.0
37	CCS(=O)(=O)c1ccc(O)c(NC(=O)c2cc(OC)c(OC)c(OC)c2)c1	-3.0	-5.5	97.0	12.4	-3.5	-33.4	-0.7	0.0	96.0
38	COc1ccc(S(=O)(=O)N(CCC#N)Cc2ccco2)cc1OC	-2.0	-7.9	100.0	0.7	1.6	33.4	0.4	0.7	99.0
39	CCc1cc(-c2n[nH]c(C)c2-c2nc(C)cs2)c(O)cc1OC	5.0	-2.7	104.0	2.4	-4.1	17.7	3.1	2.5	104.0
40	CN(C)/C=C(\C#N)C(=O)N/N=C/c1ccccc1	-2.0	6.0	106.0	-15.1	-4.5	43.6	0.9	0.8	111.0
41	COc1cccc(NC(=O)COc2cc(C)cc3oc(=O)cc(C)c23)c1	6.0	-5.5	104.0	11.7	-1.6	6.2	0.2	2.0	103.0
42	CCCCCCn1c(NCC)nc2c1c(=O)[nH]c(=O)n2C	-5.0	1.1	98.0	11.9	-3.4	14.5	0.6	0.1	95.0
43	CCOC(=O)c1nnn(-c2nonc2N)c1CN1CCCCCC1	0.0	-8.4	101.0	-0.7	-3.6	11.7	-0.5	-0.7	102.0
44	Cc1c(C(=O)N2CCCCC2C)sc2ncnc(N3CCc4ccccc4C3)c12 (configuration not stated)	4.0	26.8*	98.0	10.4	-7.1	0.6	-1.5	-0.4	102.0
45	CCc1c(C)sc(NC(=O)c2cc(C)no2)c1C#N	7.0	-10.4	102.0	-44.0	1.5	33.5	0.6	1.8	102.0
46	COc1ccc(C2CC(c3ccco3)n3ncnc3N2)cc1 (configuration not stated)	3.0	5.4	100.0	29.6	-1.9	-21.8	1.3	1.5	100.0
47	Cc1cc(C)cc(C(=O)NC(=S)Nc2ccc(-c3cc4ccccc4oc3=O)cc2)c1	20.0	-6.7	103.0	0.7	-0.6	-1.4	0.1	0.6	102.0
48	O=c1[nH]c2ccccc2n1C1=CCCC1	1.0	-8.8	97.0	2.7	6.0	-2.9	0.0	-0.2	94.0
